# Screens: PubChem BioAssay, The Scripps Research Institute Molecular Screening Center
# SIAE primary – inhibitors of human sialic acid acetylesterase SIAE | SIAE FP-Rh probe binding, fluorescence polarization | inhibition, % at 9.66 µM | AID 1053197 | actives 0.69% (n = 370,000) | Q9HAT2;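 active = inhibition above a cutoff: mean of compounds within the control limits plus 3 SD of those, cut at about 17% in these data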;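 also: 0% = plate median of compound wells and 100% = probe without SIAE protein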
# ARFGAP1 inh – inhibits rat ARF GTPase activating protein 1; Arfgap1-stimulated ARF1 GTP hydrolysis, GDP FP detection; inhibition, % at 16.5 µM; actives 0.26% (n = 360,000);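 active = inhibition above a per-plate limit, mean inhibition of low control wells plus 3 SD, cut at about 25% in these data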;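 also: 0% = DMSO wells with enzyme and 100% = wells lacking Arfgap1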
#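 Assay system: Rat Arfgap1 GAP domain (His6, aa 1-136), purified enzyme | Buffer or medium: HEPES 25 mM pH 7.5, NaCl 150 mM, MgCl2, DTT | Schedule: GTP hydrolysis reaction 2 h at 25 °C | Signal: FP of antibody-bound GDP Alexa 633 tracer, ex 620/em 688 nm | Measure: Percent inhibition of Arfgap1-stimulated GTP hydrolysis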
# PLC-beta3 inh – blocks human PLC-beta3 enzyme activity; Q01970; Purified PLC-beta3, fluorogenic substrate, fluorescence; inhibition, % at 12.2 µM; actives 0.18% (n = 370,000); in the data active = inhibition above about 11%;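 also: 0% = median of compound wells on plate and 100% = full blocker control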
# TDP2 absorb – blocks human TDP2 phosphodiesterase activity. O95551. recombinant TDP2, T5PNP hydrolysis, p-nitrophenol absorbance 415 nm. inhibition, % at 12.8 µM. actives 0.34% (n = 370,000). AID 720702;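 active = inhibition above the mean of all tested compounds plus 3 SD, set per campaign, cut at about 25% in these data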;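 also: 0% = DMSO with enzyme and 100% = buffer with substrate but no TDP2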
#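 Assay system: Recombinant human TDP2 | Quantity: 120 nM TDP2 per well | Incubation: 2 h at 37 °C | Signal: Epi absorbance | Evaluation: Percent inhibition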
# Tn6 DDE FP – inhibitors of Tn6 peptide binding to human fibrin DD(E); P02675; Fibrin DD(E) TRITC-Tn6 fluorescence polarization displacement; inhibition, % at 8.3 µM; actives 0.21% (n = 370,000); AID 720509;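 active = inhibition above a per-campaign cutoff: mean of compounds within control limits plus 3 SD, cut at about 15% in these data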;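 also: 0% = median of all compound wells on the plate and 100% = blocking peptide control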
# ADAM10 inh – inhibits human ADAM10. inhibition, % at 7 µM. actives 0.62% (n = 370,000). recombinant ADAM10, EDANS/DABCYL FRET peptide cleavage, 3 h. O14672;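 active = inhibition above a per-campaign cutoff equal to the mean of compounds falling between control-based bounds plus 3 SD, cut at about 20% in these data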;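 also: 0% = DMSO wells while the 100% control is not disclosed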
# Target sequence (O14672 214-748 limits assumed): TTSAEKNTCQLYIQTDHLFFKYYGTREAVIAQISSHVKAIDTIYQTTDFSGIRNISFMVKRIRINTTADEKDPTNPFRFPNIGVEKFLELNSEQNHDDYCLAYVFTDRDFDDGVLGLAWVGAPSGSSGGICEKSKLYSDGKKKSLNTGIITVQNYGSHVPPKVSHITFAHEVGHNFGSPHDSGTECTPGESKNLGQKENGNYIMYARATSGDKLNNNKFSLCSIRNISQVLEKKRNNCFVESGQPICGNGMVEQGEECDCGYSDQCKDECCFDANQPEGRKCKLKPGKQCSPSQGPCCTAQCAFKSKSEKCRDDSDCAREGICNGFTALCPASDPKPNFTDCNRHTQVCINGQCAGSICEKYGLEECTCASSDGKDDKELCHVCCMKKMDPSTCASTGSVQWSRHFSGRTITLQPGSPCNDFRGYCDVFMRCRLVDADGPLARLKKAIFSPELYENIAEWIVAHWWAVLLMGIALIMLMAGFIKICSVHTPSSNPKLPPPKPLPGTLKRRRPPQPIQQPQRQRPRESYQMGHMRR
# PLCg1 inh – PLC-gamma1 (human) inhibition, primary screen. actives 0.84% (n = 370,000). inhibition, % at 12.2 µM. AID 720700. purified PLC-gamma1, fluorogenic substrate, fluorescence. P19174; in the data active = inhibition above about 9.5%
# ADAM17 inh – inhibitors of human ADAM17; recombinant ADAM17, EDANS/DABCYL FRET peptide cleavage; inhibition, % at 6.95 µM; actives 0.83% (n = 370,000); AID 720648;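 active = inhibition above the mean of compounds lying between control limits plus 3 SD, set per campaign, cut at about 8.5% in these data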;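 also: 0% = DMSO-only wells as the low control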
# DDE Tn7 FP inh – disrupts Tn7 cyclic peptide binding to fibrin D-Dimer-E complex | inhibition, % at 8.3 µM | actives 0.13% (n = 370,000) | FP displacement of FITC-Tn7 peptide from fibrin DD(E); 0% = median of compound wells per plate;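 active = inhibition above the mean of compounds falling within the control limits plus 3 SD of them, cut at about 14% in these data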;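 also: 0% = plate median of compound wells and 100% = 10 µM Aha-Tn7 peptide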
#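 Assay system: human fibrin DD(E) protein / Input: 2 µM fibrin DD(E) / Benchmarks: high control of 10 µM Aha-Tn7 peptide / Measured by: fluorescence polarization of the labelled Tn7 tracer / Medium: Tris buffer with calcium and detergent, pH 7.8 / Timing: 10 min compound pre-incubation, 3 h probe incubation at room temperature / Repeats: one replicate per compound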
# ASAP1 GAP inh – ASAP1 ArfGAP inhibition; Q9ULH1; ASAP1-stimulated ARF1 GTP hydrolysis, GDP FP detection; inhibition, % at 16.5 µM; actives 0.19% (n = 360,000); in the data active = inhibition above about 25%;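 also: 0% = vehicle with enzyme and substrate and 100% = no enzyme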
# Target sequence (Q9ULH1 325-724 limits assumed): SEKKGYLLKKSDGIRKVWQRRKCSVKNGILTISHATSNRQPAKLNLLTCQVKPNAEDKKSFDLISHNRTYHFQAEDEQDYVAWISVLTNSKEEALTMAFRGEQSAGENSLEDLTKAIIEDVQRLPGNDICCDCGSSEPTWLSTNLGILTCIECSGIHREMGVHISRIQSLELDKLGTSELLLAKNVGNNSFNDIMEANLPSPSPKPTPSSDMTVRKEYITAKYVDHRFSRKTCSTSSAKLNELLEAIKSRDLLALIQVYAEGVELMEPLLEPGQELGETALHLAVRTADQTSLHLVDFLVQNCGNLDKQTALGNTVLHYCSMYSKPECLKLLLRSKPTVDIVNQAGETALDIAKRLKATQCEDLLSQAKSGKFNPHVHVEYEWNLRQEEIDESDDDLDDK
# * = called active by the depositor; i = inactive; / = not tested or not shown.
SMILES,SIAE primary,ARFGAP1 inh,PLC-beta3 inh,TDP2 absorb,Tn6 DDE FP,ADAM10 inh,PLCg1 inh,ADAM17 inh,DDE Tn7 FP inh,ASAP1 GAP inh
Cc1c(N=C(N)/N=C(\N)Nc2ccccc2)c(=O)n(-c2ccccc2)n1C,9.1,1.7,-0.6,9.2,-5.2,-1.5,1.0,-5.0,5.7,-8.8
Cc1noc(C)c1NC(=O)N(C)C[C@H]1Oc2ccc(NS(=O)(=O)c3cn(C)cn3)cc2C(=O)N([C@H](C)CO)C[C@@H]1C,8.7,11.1,-0.2,10.5,-6.4,-5.9,-2.7,-3.2,3.1,5.0
CCOC(=O)Nc1sc2c(c1C(N)=O)CCC(C)C2 (stereo not drawn),0.1,-0.1,-5.6,13.2,9.4,0.4,1.2,-0.5,2.3,5.2
C=CCN(C(=O)c1csnn1)C(C(=O)NC1CCCC1)c1cccs1 (stereo not drawn),-1.4,0.7,-3.8,15.1,-9.8,2.5,-0.9,-8.9,3.0,9.6
CCc1ccc(CSc2nccn2-c2ccccc2)cc1,-0.7,6.4,-1.5,1.4,0.7,7.4,-1.0,0.7,-2.0,5.4
O=C(CSc1cn(CCNC(=O)c2c(F)cccc2F)c2ccccc12)NCC1CCCO1 (stereo not drawn),6.7,-7.5,-9.3,16.7,0.8,0.1,-1.2,-0.1,4.7,-7.9
O=C(NCc1ccc(Cl)cc1)C1CCC(=O)N(C2CC2)C1 (stereo not drawn),-4.8,-3.9,-4.4,0.1,12.5,-5.2,0.5,-1.6,7.3,1.9
CCOc1cc(O)c(-c2[nH]ncc2-c2nc(C)cs2)cc1CC,-1.5,4.6,-23.2,-17.1,2.2,3.9,-10.2,0.8,-2.1,3.2
COc1ccc(C(=O)Nc2cc(C(F)(F)F)ccc2Cl)cc1OC,-5.2,6.4,-3.0,-1.7,-2.1,3.6,-0.5,-3.0,-4.7,-4.5
COCCN(C(=O)Cc1cccs1)C(C(=O)NC1CCCC1)c1ccc(OC)c(OC)c1 (stereo not drawn),-1.3,-2.9,0.8,7.7,-0.3,7.3,7.0,0.6,-4.4,-1.4
Cc1cc2c3c([nH]c2cc1S(=O)(=O)NCc1ccc(CN2CCCCCC2)o1)CCCC3=O,-3.3,5.7,-26.7,-12.8,-11.2,-14.6,-13.1,3.5,-5.8,4.2
CSc1ccc(NC(=O)Nc2cccn(Cc3ccccc3F)c2=O)cc1,6.3,7.0,-13.1,-17.9,3.5,-0.6,-12.3,3.8,-2.0,5.1
COc1ccc(-c2c(-c3ccccc3)n(C)c3ccccc23)cc1,4.0,-5.7,-223.8,5.2,2.1,-233.4,-140.6,-56.4,7.9,-0.5
COc1ccc(CCNc2ncnc3c2oc2ccccc23)cc1OC,-5.3,21.6,3.5,1.1,-4.1,-9.7,3.0,7.6,3.0,3.0
O=C(CSc1nccn1Cc1ccc(F)cc1)NC1CCCCC1,1.4,-1.6,-1.2,0.8,9.1,-3.5,-3.3,-1.2,2.6,-3.5
COCC1CCCN(Cc2nc(C(c3ccccc3)c3ccccc3)no2)C1 (stereo not drawn),2.9,-13.9,-31.1,6.1,7.9,-12.7,-15.8,-6.5,1.5,0.9
CC1(c2nnnn2Cc2ccccc2)CCC(=O)N1CCOc1ccccc1 (stereo not drawn),-2.0,2.9,-2.3,-3.3,-1.6,2.6,8.9,-5.5,5.6,-1.2
CC1=CC(C)(C)NC(=S)N1c1ccc(C)c(C)c1,3.4,-10.8,-1.2,8.7,10.7,-6.5,0.0,0.9,-1.1,-3.0
Cn1cccc1C(=O)NC(=O)COC(=O)CC12CC3CC(CC(Br)(C3)C1)C2,-3.1,0.5,-9.0,-0.7,2.6,-5.4,-9.1,-2.3,4.0,-12.3
COc1ccc(C2O[C@@H](C)[C@@H]3C(=O)N4CCc5c([nH]c6ccccc56)[C@@H]4C[C@@H]3N2C)cc1 (stereo partly drawn),7.5,-5.9,-105.7,-4.5,6.8,-315.1,-78.2,-73.6,-3.4,-0.3
COC(=O)C(C)Oc1ccc(Oc2nc(Cl)ccc2Cl)cc1 (stereo not drawn),12.7,15.6,-4.3,-7.4,6.4,-15.1,-0.5,-5.2,1.5,15.1
COC(=O)[C@]12C[C@H](CC(=O)NCCCN3CCCC3=O)C(=O)N(Cc3ccc4c(c3)OCO4)C1=C[C@H](C(C)C)O[C@@H]2C1CC1,-3.8,/,5.4,12.0,4.3,-1.4,-0.8,-2.6,6.4,/
Cc1c(NC(=O)c2nn(C)c(=O)c3ccccc23)c(=O)n(-c2ccccc2)n1C,-4.2,14.4,2.5,-4.5,-5.8,-13.3,4.0,1.4,-4.0,-0.1
COc1ccc(C(=O)Oc2ccc(/C=N/NC(=O)c3ccccc3OC)cc2[N+](=O)[O-])cc1,-2.6,9.6,2.4,-11.0,-1.8,0.2,4.3,-1.8,0.1,2.2
Cc1ccc(OCCn2cc(/C(N)=N/O)c3ccccc32)cc1C,19.7*,-13.6,-1.9,7.5,1.3,3.9,2.5,3.8,-2.3,8.2
CCn1cnc2cc([N+](=O)[O-])ccc21,-0.8,-6.4,-8.3,-3.2,-3.0,-2.7,2.0,-5.3,4.1,-3.1
O=C(c1ccccc1)c1ccc2nc(Nc3ccccc3)c3nncn3c2c1,-3.0,1.7,-6.5,10.9,-6.4,2.7,0.2,-0.9,-3.2,12.3
Cc1cccc(NC(=O)c2cc(S(=O)(=O)N3CCOCC3)cn2C)c1C,-4.3,2.6,5.2,-3.6,4.2,-4.9,0.8,-2.3,6.4,-8.0
CCC(C)C(NC(=O)c1ccccc1NC(=O)c1ccc(OC)cc1)C(=O)NCCCn1ccnc1 (stereo not drawn),-2.9,-8.0,-4.4,7.3,4.2,5.8,-2.3,1.2,7.5,3.9
Cc1c(/C=C(\C#N)c2nn(-c3ccccc3)c(N)c2C#N)c2ccccc2n1Cc1ccc(F)cc1,-0.6,-7.2,1.2,0.9,2.6,-0.8,0.3,0.1,-0.1,0.3
COc1ccc2cc(CO)c(Cl)nc2c1,-3.6,-1.1,-6.7,3.5,-5.7,-27.5,-8.2,-12.4,-7.3,3.8
C/C(=N\N=C1/SC(CC(=O)O)C(=O)N1c1ccccc1)c1ccc(C)cc1 (stereo not drawn),0.7,-1.5,-13.8,11.7,-1.1,1.6,-10.8,-1.4,-3.8,2.0
CN1N=C(C(=O)N2CCCC(C(=O)c3cccc(C(F)(F)F)c3)C2)CCC1=O (stereo not drawn),1.4,-0.5,1.2,-3.3,-5.3,-3.2,0.4,-4.8,-5.8,11.0
Cc1ccc(S(=O)(=O)N2CCN(c3ccccc3)CC2)s1,8.5,-11.3,-5.2,11.0,1.0,1.0,3.2,0.3,0.1,-1.3
COc1cc(/C=C2\SC(=O)N(CCNC(=O)c3c(C)noc3C)C2=O)cc(OC)c1OC,2.2,-0.7,-12.0,-10.7,2.8,-1.8,-5.5,-3.0,0.6,10.2
O=C(NN1CC(C(=O)OCc2ccccc2F)CC1=O)c1ccccc1 (stereo not drawn),4.6,9.6,-6.3,1.2,-3.6,-6.2,-1.6,-3.0,-5.6,0.1
CCN(C(=O)CN(C)Cc1cccc(Cl)c1Cl)c1c(N)n(Cc2ccccc2)c(=O)[nH]c1=O,0.8,4.9,-1.5,3.9,-2.5,-5.6,1.4,-6.4,-0.5,-2.3
COc1ccccc1N=c1oc2cc(O)ccc2cc1C(=O)NCC1CCCO1 (stereo not drawn),0.4,-6.4,i,-8.8,-0.7,i,i,i,-6.7,0.6
COc1ccc(C2C(C(=O)OC3CCCCC3)=C(C)Nc3nnnn32)c(OC)c1OC (stereo not drawn),3.7,11.5,-1.3,6.1,-1.4,7.8,0.1,0.9,2.6,-10.9
Cc1nc2ccc(Cl)cc2c(-c2ccccc2Cl)c1CC(=O)O,3.6,-1.3,1.5,-6.7,-0.6,12.6,6.0,2.7,0.4,3.0
CN1CCN(c2ccccc2NC(=O)c2cccc([N+](=O)[O-])c2)CC1,1.3,-5.8,-0.7,-9.2,-0.5,3.3,0.8,6.3,2.3,-1.3
COC(=O)C1=C(CS(=O)(=O)c2ccccc2)NC(=O)NC1c1ccc(O)cc1 (stereo not drawn),8.0,9.7,-3.4,2.3,12.6,-6.0,3.2,-2.5,-3.3,-19.1
C[C@H](NC(=O)c1nc[nH]c1C(=O)NCc1ccccc1)C(=O)OCc1ccccc1,0.5,12.1,3.7,-1.3,4.5,15.1,3.0,6.2,5.0,8.6
COc1cccc(OC)c1C(=O)NC(=S)N1CCN(c2ccc(C(F)(F)F)cc2[N+](=O)[O-])CC1,-6.3,9.5,1.1,-4.8,8.8,9.6,-0.3,1.2,7.8,-1.4
O=C(OC12CCCN(C1)/C(=C/c1ccncc1)C2)c1ccco1 (stereo not drawn),8.8,/,-7.1,-0.3,11.6,3.3,-1.2,3.3,-3.7,/
